# GC-A act: GC-A (human) enzyme activation | HEK293 GC-A cells, cGMP TR-FRET, EC30 ANP; 0% at EC30 ANP, 100% saturating ANP | activation, % at 10 µM | 370,000 tested, 0.14% active | AID 1671463; in the data active = activation above about 40%
# mABHD4 FP: ABHD4 (mouse) inhibition, primary FP screen; purified mABHD4, FP-Rh probe fluorescence polarization; 370,000 tested, 0.54% active; inhibition, % at 8.92 µM; Q8VD66;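 active = inhibition exceeding the mean over every tested compound plus 3 SD, cut at about 30% in these data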;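 note: 0% = plate median of compound wells and 100% = S159A mutant with DMSO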
# Target sequence (Q8VD66 whole entry, looked up): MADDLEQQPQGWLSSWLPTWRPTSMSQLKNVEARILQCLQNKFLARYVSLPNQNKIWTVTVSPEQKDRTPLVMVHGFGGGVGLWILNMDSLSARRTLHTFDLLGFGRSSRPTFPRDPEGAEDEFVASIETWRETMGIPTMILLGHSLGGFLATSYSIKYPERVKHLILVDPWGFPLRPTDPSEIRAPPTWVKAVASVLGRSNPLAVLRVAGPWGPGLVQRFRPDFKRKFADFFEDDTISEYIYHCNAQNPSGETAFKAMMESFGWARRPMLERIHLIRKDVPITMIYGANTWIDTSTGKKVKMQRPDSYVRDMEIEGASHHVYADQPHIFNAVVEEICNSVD
#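 Assay system: Wild-type mouse ABHD4 protein | Medium: HEPES pH 7.0 buffer, 150 mM NaCl, 0.01% Pluronic F-127 | Incubation: Enzyme–compound pre-incubation 45 min, then probe 60 min, both 25 °C | Technique: Fluorescence polarization with parallel and perpendicular emission, 525/598 nm | Evaluation: % inhibition of FP-Rh probe binding versus controls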
# MBD2 inh: blocks human MBD2 binding to methylated DNA. TR-FRET, MBD2 binding to methylated oligonucleotide. inhibition, % at 4.4 µM. 370,000 tested, 0.31% active. AID 686964. Q9UBB5; in the data active = inhibition above about 13%
# TCR CD3 inh: inhibitors of human TCR-CD3 interaction; 360,000 tested, 0.37% active; inhibition, % at 9.4 µM; TAMRA-labeled TCR probe fluorescence, biochemical; in the data active = inhibition above about 19%;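 note: recombinant mutant TCR 2C K166C tagged with TAMRA read by polarization; 0% = receptor in buffer alone and 100% = receptor with positive control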
# SIAE primary: inhibitors of human sialic acid acetylesterase SIAE; 370,000 tested, 0.69% active; AID 1053197; SIAE FP-Rh probe binding, fluorescence polarization; inhibition, % at 9.66 µM; Q9HAT2;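 active = inhibition above a cutoff: mean of compounds within the control limits plus 3 SD of those, cut at about 17% in these data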;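 note: 0% = plate median of compound wells and 100% = probe without SIAE protein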
# Target sequence (Q9HAT2 whole entry, looked up): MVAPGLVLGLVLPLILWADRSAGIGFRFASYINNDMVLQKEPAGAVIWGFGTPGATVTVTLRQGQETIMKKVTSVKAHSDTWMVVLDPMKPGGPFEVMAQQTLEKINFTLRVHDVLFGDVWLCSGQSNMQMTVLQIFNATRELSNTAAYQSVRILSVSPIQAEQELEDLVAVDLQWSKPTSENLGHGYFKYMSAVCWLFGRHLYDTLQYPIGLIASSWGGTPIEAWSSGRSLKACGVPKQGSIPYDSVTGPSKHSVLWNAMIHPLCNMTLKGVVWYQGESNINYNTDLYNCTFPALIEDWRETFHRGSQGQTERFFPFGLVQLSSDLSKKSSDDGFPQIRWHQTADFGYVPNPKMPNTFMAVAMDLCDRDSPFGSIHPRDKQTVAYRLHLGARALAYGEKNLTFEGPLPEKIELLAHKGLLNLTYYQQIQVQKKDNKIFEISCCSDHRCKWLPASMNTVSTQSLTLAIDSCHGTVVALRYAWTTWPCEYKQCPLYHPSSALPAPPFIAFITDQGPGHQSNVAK
# HTRA1 inh: HTRA1 (human) protease inhibition; inhibition, % at 5.96 µM; 340,000 tested, 0.5% active; recombinant HTRA1, FP-rhodamine activity-based probe, fluorescence polarization; Q92743; AID 504803; in the data active = inhibition above about 36%;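 note: 0% = enzyme with DMSO and 100% = wells lacking enzyme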
# NPR2 activator: GC-B (human) receptor activation. P20594. HEK293-GC-B cells, CNP EC30, cGMP TR-FRET; 0% at EC30 CNP, 100% saturating CNP. activation, % at 10 µM. 370,000 tested, 0.11% active;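 active = activation at 10 µM reaching about 35% in either raw or pattern-adjusted values, limit read from the data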
# UHRF1 binding: human UHRF1 methylated DNA binding inhibitors. Q96T88. UHRF1 binding to methylated oligo, TR-FRET. inhibition, % at 4.4 µM. 370,000 tested, 0.75% active. AID 687016; in the data active = inhibition above about 21%;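 note: UHRF1 SRA domain binding a hemimethylated CpG hairpin DNA probe; 0% = median of test compound wells and 100% = reference inhibitor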
# rCAG RNA binder: molecules binding r(CAG) RNA repeats; r(CAG) RNA repeat, TO-PRO-1 dye displacement fluorescence; inhibition, % at 3 µM; 370,000 tested, 1.3% active;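 active = inhibition above the plate cutoff, the mean of all test compounds on that plate plus 3 SD, cut at about 35% in these data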;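 note: 0% = DMSO alone and 100% = 100 µM mitoxantrone as full dye displacement; higher means more dye released from RNA so lower well fluorescence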
# PRMT1 FP inh: blocks human protein arginine methyltransferase 1; recombinant PRMT1, activity-based probe fluorescence polarization; inhibition, % at 2.79 µM; 370,000 tested, 1.3% active;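 active = inhibition above about 21% made by adding two undisclosed values, limit read from the data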
# * hit, by the source's call; . = not tested or not shown.
SMILES,GC-A act,mABHD4 FP,MBD2 inh,TCR CD3 inh,SIAE primary,HTRA1 inh,NPR2 activator,UHRF1 binding,rCAG RNA binder,PRMT1 FP inh
Cn1c(=S)n(C)c2ccccc21,-3.9,-1.6,-0.8,-1.8,-0.9,0.1,1.3,2.9,0.0,1.9
CCC(=O)c1ccccc1OCC(=O)Nc1c(C)cccc1C,0.2,3.4,3.9,0.9,6.2,3.6,-2.2,0.4,-1.2,2.6
COc1cc(C#N)c(NC(=S)N2CCN(C(=O)c3ccco3)CC2)cc1OC,1.4,11.0,-1.2,5.7,7.1,.,-0.4,-0.6,5.1,8.0
COc1ccc(NC(=O)CSc2ccccc2)cc1S(=O)(=O)N1CCCCC1,4.1,0.8,-0.3,-0.8,-1.6,-2.2,0.1,4.3,5.1,2.9
O=C(COc1ccc2c3c(c(=O)oc2c1)CCC3)Nc1ccc(CN2CCOCC2)cc1,-4.8,3.1,-7.6,10.0,-8.0,0.7,-5.4,-7.0,-0.8,-2.9
CCCCC1NC(=S)N(C2CCCCC2)C1=O (stereo not given),0.9,1.6,-1.7,8.0,0.5,-7.8,4.7,-1.2,-2.0,-1.1
COc1ccccc1CN1CC(=O)N2CSC[C@H]2C1=O,1.2,2.4,0.1,0.1,1.7,11.7,-0.4,0.8,0.4,-2.7
CNC(=O)c1csc(-c2cccs2)n1,-0.2,4.7,2.3,8.7,0.0,1.9,2.9,-0.9,0.2,-3.2
COc1cc(S(=O)(=O)Nc2c(C)nn(C)c2C)ccc1NC(C)=O,4.1,-16.7,-2.8,-1.1,-2.6,2.0,1.7,-0.2,5.1,-5.7
Cc1ccccc1C(=O)N1CCC(C(=O)Nc2ccc(C(C)C)cc2)CC1,-2.6,10.5,3.5,-5.2,0.3,4.9,0.1,0.3,-12.8,2.4
CN1N=C2c3ccccc3CCCC2C1c1ccc(F)cc1 (stereo not given),9.8,2.0,-1.6,-6.8,0.4,-4.0,-2.3,-1.9,-6.2,4.2
Cc1cc(C)c2nc(N3CCC(C(=O)NCc4ccccn4)CC3)sc2c1,2.4,-0.6,0.6,-2.7,2.0,-1.5,-1.3,0.4,-3.2,-1.9
COC(=O)c1ccc(OCC2c3cc(OC)c(OC)cc3CCN2C(=O)c2ccco2)cc1 (stereo not given),1.8,-3.8,-0.3,5.3,-6.1,-17.1,1.7,0.7,-4.2,1.1
CCCC1(C(=O)OC)NC(c2cc(OC)c(OC)c(OC)c2)C2C(=O)N(CC)C(=O)C21 (stereo not given),2.2,6.4,-3.3,7.7,-0.1,-0.5,-0.6,-1.2,-5.3,-1.7
Cc1cccc(NCc2cccc3ccccc23)n1,-1.4,4.0,5.0,8.0,3.2,-9.1,-5.4,-2.5,-3.0,-0.4
CS(=O)(=O)Nc1cccc2cccnc12,0.3,0.7,3.0,4.6,0.2,6.3,5.1,-0.6,3.2,2.3
CCOC(=O)C(=O)Nc1cc(C(=O)OC)cc(C(=O)OC)c1,-1.2,0.6,1.3,-1.4,2.6,2.6,-5.4,-2.2,-2.3,-5.2
COc1ccc2c(c1)C=C([C@@H]1C[C@H]3CN(c4ccccc4)C(=O)[C@]34CCCN14)CO2,-6.8,-1.4,-3.7,7.2,4.6,-5.5,-0.1,-2.6,-4.0,-1.2
COc1ccccc1N(CC(=O)N/N=C/c1ccc(C(=O)O)cc1)S(=O)(=O)c1ccc(C)cc1,0.9,-6.2,1.6,2.1,-1.1,-3.5,1.5,1.7,28.3,3.2
CCN(CC)CC(=O)Nc1nc(-c2ccc(Cl)cc2)cs1,10.2,-5.6,2.9,-6.1,0.1,-11.9,6.1,2.4,-4.0,2.2
O=C(Cc1ccccc1F)Nc1nc(-c2cccs2)cs1,17.3,-6.8,6.0,3.6,-13.9,-32.9,-0.2,0.9,4.3,3.0
CCOc1ccccc1C(=O)N1CCCCC1C (stereo not given),1.1,0.3,1.5,-2.0,0.3,-0.1,9.4,-0.3,-3.8,-2.0
CC1C(=O)N(Cc2cn(CCC3OCCCO3)nn2)CCS(=O)(=O)N1Cc1ccc(-c2ccc(F)cc2)cc1 (stereo not given),38.8,0.0,-2.6,-1.9,4.4,-6.9,-6.3,1.0,5.0,-0.4
Fc1ccc2cnc(C3=CCCCC3)cc2c1,3.9,1.6,1.1,5.1,2.6,-12.2,1.6,0.9,-0.2,-2.6
COc1ccc(-c2noc(-c3cc(C)cc(C)c3)n2)cc1OC,-1.9,-0.8,4.2,10.8,-5.1,-5.9,-9.6,0.4,2.2,-4.2
O[C@@H]1C[C@H](c2ccc(Cl)cc2)N(Cc2cccs2)C[C@H]1n1cc(C2CC2)nn1,0.0,-4.0,5.5,3.0,8.9,-8.3,-2.3,-0.2,3.3,2.5
CC(Oc1ccccc1F)C(=O)NNC(=O)c1ccc(F)c(S(=O)(=O)N2CCOCC2)c1 (stereo not given),1.7,-6.2,-1.5,9.1,0.1,0.6,4.9,-1.5,0.7,2.6
Clc1ccccc1-c1nn2c(COc3ccccc3)nnc2s1,-0.9,-6.0,-0.4,-2.9,1.1,-8.1,0.0,3.3,4.3,4.1
O=C(O)c1cccc(N/N=C/c2ccc(F)c(F)c2)c1,-1.3,11.7,10.6,-2.2,1.9,3.8,-1.8,16.0,6.8,4.3
CC1(/[N+]([O-])=C/c2ccccc2F)CCCCC1=O (stereo not given),3.1,0.1,-4.2,2.3,6.9,4.0,2.7,-3.5,-2.8,0.7
O=C(c1ccccc1)N1CCn2c1nc1ccccc12,0.7,0.9,-5.0,4.9,-2.9,-0.8,-5.4,-0.5,0.7,1.5
C=C1C(=O)OC2C1C(OC(=O)C(C)=CC)CC(=C)C1C(O)C3OC3(C)C21O (stereo not given),0.7,2.2,1.1,1.6,4.3,3.5,2.1,0.6,6.1,8.3
Cc1cc(OCC(O)CNC(C)c2ccccc2)ccc1C(C)C (stereo not given),-3.0,9.4,-4.5,-10.5,-0.3,0.6,-2.0,2.0,-5.3,-0.1
Cc1cccc(-c2nc(N)nc(N)n2)c1,0.5,3.2,-3.9,-5.0,-3.0,11.8,7.2,0.2,1.2,0.3
Cc1ccnc(NC(=O)c2oc3ccccc3c2C)c1,-4.5,-8.1,-4.4,6.0,-0.7,-11.4,-8.4,-0.9,2.7,-1.7
COc1ccc(NC(=O)COC(=O)CCCC2=NS(=O)(=O)c3ccccc3N2)cc1Cl,-3.2,2.0,-0.6,6.7,-4.4,-0.6,1.1,-2.6,12.2,-1.4
Cc1noc(C)c1NC(=O)N(C)C[C@H]1Oc2c(NC(=O)C3CCCCC3)cccc2C(=O)N([C@H](C)CO)C[C@@H]1C,0.3,1.6,10.3,6.8,1.7,4.2,4.9,20.3,2.6,-0.5
CCCOc1ccc(Cn2ccnc2)cc1[N+](=O)[O-],-0.9,5.6,1.9,4.0,1.0,1.9,5.1,2.0,-0.9,-0.5
COc1ccc(OC)c(NC(=O)C2=C(C)NC(=O)NC2c2cccs2)c1 (stereo not given),-8.5,1.9,-4.1,3.8,7.1,0.6,-6.5,3.2,-3.8,0.9
CCNC(=O)c1oc2c(c1C)C(=O)CC(C)(C)C2,5.3,2.4,4.1,-3.4,3.1,3.6,0.6,6.5,-2.6,0.1
Cn1nnc(NC(=O)/C=C/c2ccco2)n1,5.5,6.4,0.5,-3.2,1.6,.,4.3,-1.5,-0.4,1.6
CCN(C[C@H]1N[C@@](C)(C(=O)OC)[C@H]2C(=O)N(Cc3ccccc3)C(=O)[C@@H]12)C(=O)C1CCCCC1,2.6,4.3,-6.7,4.5,3.3,5.8,-2.5,1.9,-2.6,2.5
N#Cc1c(-c2ccc3c(c2)OCO3)ccn2nc(-c3cccc(C(F)(F)F)c3)nc12,3.1,1.6,1.3,1.6,1.0,0.3,-6.4,0.4,3.9,0.1
COc1cc(C(=O)OCCN2CCCCC2)ccc1O,-4.8,0.9,-1.6,4.3,1.9,3.9,3.3,-0.3,-0.5,0.1
Nc1ccccc1SCC(=O)N1CCc2ccccc21,-1.9,0.6,1.9,6.7,1.7,-4.0,-0.1,0.1,-1.3,-1.3

# Next section; it opens with the 2 that closed the last part.
SMILES,GC-A act,mABHD4 FP,MBD2 inh,TCR CD3 inh,SIAE primary,HTRA1 inh,NPR2 activator,UHRF1 binding,rCAG RNA binder,PRMT1 FP inh
COc1cc(C(=O)OCCN2CCCCC2)ccc1O,-4.8,0.9,-1.6,4.3,1.9,3.9,3.3,-0.3,-0.5,0.1
Nc1ccccc1SCC(=O)N1CCc2ccccc21,-1.9,0.6,1.9,6.7,1.7,-4.0,-0.1,0.1,-1.3,-1.3
Cc1ccc(CNC(=O)c2cnc(-c3ccccn3)nc2C(F)(F)F)cc1,-0.2,3.5,0.4,7.4,1.4,2.2,3.8,-0.5,-2.4,-3.3
O=C(NCSC1=NCCS1)c1ccccc1,-2.9,-2.7,4.8,5.5,9.3,-1.7,-0.2,1.7,0.6,-0.6
O=C(Cn1nc(Cc2cccnc2)c2ccccc2c1=O)NCCCN1CCCC1=O,-2.5,-0.2,-0.1,2.0,1.6,3.9,-0.6,2.5,2.0,-3.8
COC(=O)CN1C(=O)c2cccc3cccc1c23,3.3,4.8,0.6,3.2,-0.3,-4.2,6.5,-0.7,3.8,0.4
Cc1ccc(NC(=O)c2cc(-n3cnnc3)ccc2Cl)cc1,-1.7,4.4,-6.8,4.4,0.5,-3.3,6.9,0.8,-1.8,-0.2
Cc1cc([N+](=O)[O-])c(N2CCC[C@@H]2C(=O)O)c([N+](=O)[O-])c1,-2.0,-2.8,-11.5,8.9,8.3,0.6,-1.1,-5.6,0.9,-4.7
Cc1ccc(S(=O)(=O)Nc2ccccc2N2CCCCC2)cc1,-8.0,-7.7,-2.9,2.2,8.1,-13.3,-7.3,-0.5,1.2,-5.5
Cc1ccc(C)c(NC(=S)N2CCC(NC(=O)c3ccc(F)cc3)CC2)c1,-5.9,-3.1,-2.2,9.5,5.0,-1.4,-3.9,-3.6,1.4,-0.5
COc1ccc(CNC(=O)CSc2nc3ccc(N)cc3s2)cc1,-6.5,20.5,-3.8,-11.1,-0.8,3.0,-1.5,2.5,5.8,2.4
O=C(COc1ccc(C(=S)N2CCOCC2)cc1)N1CCOCC1,0.4,3.6,2.5,2.2,-2.3,0.8,6.3,0.4,-1.9,-5.9
O=C(OCC(=O)c1ccc[nH]1)c1ccc2ccccc2n1,3.1,5.1,-6.8,1.3,-3.2,-4.4,-3.0,-1.8,0.1,4.2
O=C(Nc1nccs1)C1CCCN(S(=O)(=O)c2cccc3cccnc23)C1 (stereo not given),-0.3,1.0,-1.0,4.4,-5.0,2.1,2.2,-0.8,2.9,0.8
Cn1c(=N)n(CC(O)c2ccco2)c2ccccc21 (stereo not given),1.1,3.0,4.0,9.8,2.0,2.9,0.8,-0.9,1.8,1.8

# Record cards, from the list above. Order of screens: GC-A act | mABHD4 FP | MBD2 inh | TCR CD3 inh | SIAE primary | HTRA1 inh | NPR2 activator | UHRF1 binding | rCAG RNA binder | PRMT1 FP inh
# `O=C(OCC(=O)c1ccc[nH]1)c1ccc2ccccc2n1` is entered as 3.1 | 5.1 | -6.8 | 1.3 | -3.2 | -4.4 | -3.0 | -1.8 | 0.1 | 4.2
# `O=C(COc1ccc(C(=S)N2CCOCC2)cc1)N1CCOCC1` is entered as 0.4 | 3.6 | 2.5 | 2.2 | -2.3 | 0.8 | 6.3 | 0.4 | -1.9 | -5.9

# From PubChem BioAssay

# Only part of the results is shown; count on the stated rates, not on these rows.
